M1 ag – agonists of human M1 muscarinic receptor. P11229. CHO-K1 hM1, Fluo-8 calcium fluorescence, agonist mode; 0% DMSO, 100% acetylcholine EC100. activation, % at 3 µM. hit rate 0.33% among 360,000;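 active = activation above the run's mean compound activation plus 3 SD, cut at about 16% in these data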;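 also: peak over basal fluorescence ratio within a 140 s kinetic read after compound addition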
CHRM5 agonist – CHRM5 agonism in calcium assay. CHO-K1 hM5 cells, Fluo-8 calcium fluorescence; 0% DMSO wells, 100% maximal acetylcholine response. activation, % at 3 µM. hit rate 0.19% among 360,000;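 active = activation above the run's mean over test compounds plus 3 SD, cut at about 23% in these data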;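 also: signal is peak over basal fluorescence ratio across the kinetic read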
M4 ag – agonists of human muscarinic M4 receptor (CHRM4); activation, % at 3 µM; hit rate 0.14% among 360,000; CHO-K1 hM4/Gqi5, Fluo-8 calcium fluorescence; vehicle 0%, full acetylcholine response 100%;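 active = activation above the run mean over all test wells plus 3 SD, cut at about 32% in these data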;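 also: peak over basal fluorescence ratio per well then scaled between controls; 0% = DMSO wells and 100% = acetylcholine at EC100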
Target sequence (P08173 whole entry, looked up): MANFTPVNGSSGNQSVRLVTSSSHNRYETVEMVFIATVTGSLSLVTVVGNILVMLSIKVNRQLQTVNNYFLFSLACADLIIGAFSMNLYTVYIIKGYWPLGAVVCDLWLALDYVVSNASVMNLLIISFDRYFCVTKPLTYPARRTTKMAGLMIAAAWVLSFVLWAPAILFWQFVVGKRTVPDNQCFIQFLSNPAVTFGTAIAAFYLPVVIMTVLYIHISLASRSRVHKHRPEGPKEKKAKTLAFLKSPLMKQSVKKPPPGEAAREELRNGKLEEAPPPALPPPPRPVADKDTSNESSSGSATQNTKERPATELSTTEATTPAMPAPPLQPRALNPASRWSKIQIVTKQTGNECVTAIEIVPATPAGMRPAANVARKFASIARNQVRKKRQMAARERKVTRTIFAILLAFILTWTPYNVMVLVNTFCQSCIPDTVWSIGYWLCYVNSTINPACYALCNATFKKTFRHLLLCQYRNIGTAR
TAAR1 agonist – human TAAR1 agonism. Q96RJ0. CHO RD-HGA16 TAAR1, Fluo-8 calcium fluorescence; vehicle wells 0%, saturating PEA agonist 100%. activation, % at 3 µM. hit rate 0.99% among 360,000;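 active = activation above the mean activation of all test compounds in the run plus 3 SD, cut at about 38% in these data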
Target sequence (Q96RJ0 whole entry, looked up): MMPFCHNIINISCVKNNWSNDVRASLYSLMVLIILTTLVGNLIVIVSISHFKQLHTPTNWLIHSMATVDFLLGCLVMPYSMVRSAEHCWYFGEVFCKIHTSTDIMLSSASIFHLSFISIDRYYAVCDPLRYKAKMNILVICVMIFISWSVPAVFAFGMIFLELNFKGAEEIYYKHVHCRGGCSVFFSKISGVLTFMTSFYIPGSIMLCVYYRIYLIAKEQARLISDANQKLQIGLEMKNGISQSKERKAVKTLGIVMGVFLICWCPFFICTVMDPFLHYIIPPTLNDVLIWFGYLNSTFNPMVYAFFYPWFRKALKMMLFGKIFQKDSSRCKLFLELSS
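Benchmarks: low control DMSO, high control PEA (EC100); System: CHO RD-HGA16 cells carrying human TAAR1 plus Gα16; Detection: Fluo-8 fluorescence, 5 s baseline then 140 s kinetic read; Schedule: 17-24 h plating, Fluo-8 75 min 37 °C, 30 min RT; Read-out basis: % activation from peak over basal fluorescence ratio, DMSO-to-PEA scaled.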
CHRM4 antagonist – antagonists of human muscarinic M4 receptor (CHRM4); CHO-hM4 cells, ACh EC80, Fluo-8 calcium fluorescence; inhibition, % at 3 µM; hit rate 0.73% among 360,000;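 active = inhibition above its plate's cutoff, the mean inhibition of sample wells plus 3 SD, cut at about 27% in these data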;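 also: 0% = acetylcholine EC80 with DMSO and 100% = DMSO without agonist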
M5 antag – blocks acetylcholine activation of human M5 receptor. P08912. hit rate 0.59% among 360,000. CHO-hM5 cells, Fluo-8 calcium fluorescence, ACh EC80. inhibition, % at 3 µM;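 active = inhibition above a per-plate cutoff, the mean of that plate's test compounds plus 3 SD, cut at about 27% in these data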;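 also: 0% = acetylcholine EC80 with DMSO and 100% = DMSO without agonist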
M1 antag – antagonists of human M1 muscarinic receptor; P11229; hit rate 1.3% among 360,000; CHO-K1 hM1, Fluo-8 calcium fluorescence, ACh EC80 antagonist; AID 588852; inhibition, % at 3 µM;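 active = percent inhibition above its own plate's cutoff, namely the mean of that plate's compound wells plus 3 SD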;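 also: peak over basal fluorescence ratio during 140 s after agonist addition; 0% = ACh EC80 plus DMSO and 100% = DMSO alone without agonist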
M1 PAM – positive allosteric modulators of human M1 muscarinic receptor | P11229 | CHO-K1 hM1, Fluo-8 calcium fluorescence, ACh EC20; 0% = ACh EC20, 100% = maximal ACh | activation, % at 3 µM | hit rate 0.088% among 360,000 | AID 588819; in the data active = activation above about 19%, passing the limit was not always enough
M5 PAM – positive allosteric modulators of human muscarinic M5 receptor; P08912; CHO-K1 hM5, Fluo-8 calcium, ACh EC20 PAM; 0% = ACh EC20, 100% = ACh EC100; activation, % at 3 µM; hit rate 0.3% among 360,000; AID 624038;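 active = activation above the run cutoff, the mean activation of all test compounds plus 3 SD, cut at about 18% in these data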
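Replicates: One well per compound, no replicates | System: Human M5 receptor in CHO-K1 cells | Benchmarks: Low control EC20 acetylcholine (0%), high control EC100 acetylcholine (100%) | Probe or stimulus: Acetylcholine, EC20 level | Times: Fluo-8 loading 80 min at 37 °C plus 30 min room temperature | Signal: Intracellular calcium via Fluo-8 fluorescence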
* hit, by the source's call.

Every second line gives: M1 ag, TAAR1 agonist, CHRM4 antagonist, M5 antag, CHRM5 agonist, M1 antag, M5 PAM, M4 ag, M1 PAM
C=CCNC(=O)/C(C#N)=C/c1cn(-c2ccccc2)nc1-c1ccc(OC)c([N+](=O)[O-])c1
→ -3, 1, -1, 1, -1, 8, -9, 3, -2
COc1ccc(-c2c(C)nn3c(N4CCC(C(=O)NCCN(C)C)CC4)cc(C)nc23)cc1OC
→ -7, 1, -4, 1, -3, -9, 4, 0, 8
COc1ccc(N=Cc2c(O)c3ccccc3oc2=O)cc1
→ -5, 5, -7, 3, 2, -3, -6, 6, -3
Cc1ccc2c(c1)c(C)c(C)n2CC(O)Cn1nc(C)c(Br)c1C (stereo unspecified)
→ -2, 6, -10, 1, -6, -2, -7, 2, -2
N#Cc1c(/N=C/c2ccc(-c3ccc(C(=O)O)c(Cl)c3)o2)sc2c1CCCC2
→ -5, 3, 14, 7, 0, -3, -19, 1, 1
CCN(CCCCCCN)c1ccc2c(=O)[nH][nH]c(=O)c2c1
→ -14, 1, -3, -15, -3, -2, 7, 0, -5
Cc1nc(N2CCOCC2)c(C#N)c2c1COC(C)(C)C2
→ -6, 8, -9, -3, -1, -5, 1, 1, 6
O=C(O)CCSc1nc2ccccc2c(=O)[nH]1
→ 0, 6, -4, 5, -1, 9, -4, 1, 5
Fc1ccc(-c2cc(C(F)(F)F)nc(-n3cc(Cl)cn3)n2)cc1
→ -6, -1, -1, 15, -4, 9, -5, -1, -6
Cc1[nH]nc2c1C(c1ccccc1F)NC2=O (stereo unspecified)
→ -1, 0, 0, -2, 1, -6, -4, 1, 8
Cc1cc(C)cc(N(CCC#N)C(=O)COC(=O)C2CCN(c3ccc(C(F)(F)F)cn3)CC2)c1
→ -7, 2, 5, 19, -8, 30*, -34, 1, -16
COc1ccc(OC)c(NC(=O)Nc2cc(C(=O)O)ccc2C)c1
→ -7, 16, -1, 0, -1, 1, -1, 0, 13
O=C(NCC(c1ccc(F)cc1)N1CCOCC1)c1cccnc1Sc1ccc(Cl)cc1 (stereo unspecified)
→ -4, 1, -12, 5, -2, -10, -2, 3, 6
Cc1c(Cl)c([N+](=O)[O-])nn1CC(=O)Nc1ccc2c(c1)OCO2
→ -6, 8, -4, 2, -2, -4, -1, 4, -2
CCC(C(=O)OC)n1cnc2c(cnn2-c2ccc(Cl)cc2)c1=O (stereo unspecified)
→ 2, 12, 8, 4, 2, 19, -6, 6, -10
COc1ccc(OC)c(C(=O)NC(CC(N)=O)c2ccc(N3CCCCCC3)c([N+](=O)[O-])c2)c1 (stereo unspecified)
→ -3, 10, 5, 13, -1, 5, 6, 0, 0
CCOc1ccc2[nH]c(=O)c(CN(CCO)C(=O)CC)cc2c1
→ -4, 0, -4, 7, 2, 3, -1, 0, 0
COc1cc(NC(=O)c2ccccc2Cl)c(OC)cc1NC(=O)CN1CCOCC1
→ -3, 17, 1, -4, 2, -4, -2, 3, 11
O=C(CSc1nc2ccccc2c(=O)[nH]1)N1CCOCC1
→ -3, 3, -4, -4, 0, -7, 7, 1, 8
CCc1nnc(NC(=O)CSc2nnc3scc(-c4ccc(C)cc4)n23)s1
→ -2, 5, -1, 5, 1, -7, -5, 2, 0

Compounds listed so far containing a nitro group on carbon, in the order listed:
Every second line gives: M1 ag, TAAR1 agonist, CHRM4 antagonist, M5 antag, CHRM5 agonist, M1 antag, M5 PAM, M4 ag, M1 PAM
C=CCNC(=O)/C(C#N)=C/c1cn(-c2ccccc2)nc1-c1ccc(OC)c([N+](=O)[O-])c1
→ -3, 1, -1, 1, -1, 8, -9, 3, -2
Cc1c(Cl)c([N+](=O)[O-])nn1CC(=O)Nc1ccc2c(c1)OCO2
→ -6, 8, -4, 2, -2, -4, -1, 4, -2
COc1ccc(OC)c(C(=O)NC(CC(N)=O)c2ccc(N3CCCCCC3)c([N+](=O)[O-])c2)c1 (stereo unspecified)
→ -3, 10, 5, 13, -1, 5, 6, 0, 0

New compounds follow.
Every second line gives: M1 ag, TAAR1 agonist, CHRM4 antagonist, M5 antag, CHRM5 agonist, M1 antag, M5 PAM, M4 ag, M1 PAM
O=[N+]([O-])c1ccc(N2CCCC2)cc1N1CCCC1
→ -4, 15, -16, -6, -9, 2, 16, 1, 2
Cc1c(OCC(=O)NCc2cccnc2)ccc2c3c(c(=O)oc12)CCC3
→ -5, 2, 7, 12, 0, -6, -2, 1, 4
COc1ccccc1CCC(=O)NNC(=O)c1ccncc1
→ -1, 3, 4, -1, 2, -2, 0, 1, 5
CCc1nccn1S(=O)(=O)c1cc(OC)ccc1OC
→ -3, 6, 9, 10, 0, -6, -3, 0, 1
CS(=O)(=O)NCCSCc1c(F)cccc1Cl
→ -4, -2, -8, -1, -3, -12, 0, 1, 12
CN1C2CCC1CC(NC(=O)c1ccc(Cl)cc1)C2 (stereo unspecified)
→ -8, 7, 0, -2, -14, -11, 7, 0, 12
NC(=O)c1c(/N=C/c2cccs2)sc2c1CCCC2
→ -2, 1, -6, 4, 1, -8, -1, 1, 11
CCOC(=O)c1ccc(NC(=O)c2nc[nH]c2C(=O)N[C@@H](C)CO)cc1
→ -4, 1, -4, -6, 0, -11, 1, 4, 4
O=C(NNc1c(F)c(F)cc(F)c1F)c1ccco1
→ -1, 2, 8, 12, 0, -2, 1, 2, 3
COc1ccccc1NC(=O)CCN1CCN(c2ccc(Cl)cc2)CC1
→ -8, 5, 9, 0, -3, 7, -4, 0, -2
CCN(C(=O)c1cc(Cl)ccc1OC)c1ccccc1C
→ -4, 12, 2, 4, -1, 9, -1, 1, 0
COc1cccc(-c2cccc3c2NC(=O)C3(C)Cc2ccccc2F)c1 (stereo unspecified)
→ -3, 3, -12, -8, -1, -15, 3, 0, 7
CC1(C(=O)NCCC(F)(F)F)Cc2c(-c3cccc(C(F)(F)F)c3)ccnc2O1 (stereo unspecified)
→ -4, 3, 0, 5, 0, -10, -2, 0, 4
CCCCN1C[C@H](c2ccc(Br)cc2)[C@@H](CC(=O)Nc2ccc(Br)cc2)C1=O
→ -1, 1, -15, 1, 1, -9, 2, 0, 4
CN(CC(=O)Nc1ccc(Cl)cc1)C(=O)c1ccc(-n2cncn2)c([N+](=O)[O-])c1
→ -4, 2, 8, 10, -1, 7, -7, 0, -4
COc1ccc(S(=O)(=O)N2CC(O)CC2C(=O)OCc2nc3sc(C)c(C)c3c(=O)[nH]2)cc1 (stereo unspecified)
→ 0, 0, 3, 0, 0, 1, 6, 1, 6
Cn1c(=O)c(C(=O)NCc2ccc(F)cc2)c(O)c2ccccc21
→ -4, -1, -4, 2, 1, -19, 2, 1, 13
CCn1c(SCC(=O)NC(C)(C)C)nc(O)cc1=O
→ -2, 11, 4, 2, -1, -14, 0, 0, 10
COc1ccc(OC)c(S(=O)(=O)NCc2ccc(N3CCN(C)CC3)cc2)c1
→ -6, 1, -1, 3, -4, -13, -4, 1, 8
Cc1ccc(NC(=O)CSc2nnc(Cn3cnc4ccccc43)o2)c(C)c1
→ -5, 1, 7, 4, -1, -5, -2, 1, 6
CSCCC(NC(=O)C1CCC(C)CC1)C(=O)NCc1ccco1 (stereo unspecified)
→ -4, 9, 2, -16, 1, -15, 6, 0, 14
C=C(C)Cn1c(SCC(=O)N/N=C/c2ccccc2)nc2ccccc2c1=O
→ -3, 9, 3, 7, 1, -8, 1, 1, 7
CCN(CC(=O)Nc1c(F)cccc1F)C(=O)c1nc2nccc(C)n2n1
→ -4, 3, 7, 0, 2, -12, -3, 1, 9
CC(C)Oc1cc(S(=O)(=O)N2CCCCC2)ccc1N
→ -7, 4, 5, 7, -4, -4, -6, 1, 11
C/C(=N\N=C(N)N)c1ccc(Cl)cc1Cl
→ -6, 32, 2, 15, -10, 3, -6, 15, 3
COC(=O)c1ccc(Cn2nnc3c(=O)[nH]c(C4CCCN(S(=O)(=O)c5cccc(Cl)c5)C4)nc32)cc1 (stereo unspecified)
→ -2, 0, -7, 3, -2, -7, 2, -1, 6
COc1cc(/C=C/C(=O)c2ccc([N+](=O)[O-])o2)ccc1O
→ 8, 18, 1, 9, 0, 4, -1, 0, 11
COc1cccc(NC(=O)CCCn2c(=S)[nH]c3ccccc3c2=O)c1
→ -5, 3, -12, -2, 0, -7, -6, 2, 4
CN(C)c1ccc(/C=C2\C(=N)N3N=C(CC(=O)N4CCCCC4)SC3=NC2=O)cc1
→ 4, 4, 10, 3, 12, 5, 4, 5, -2
CCS(=O)(=O)N1CCC(C(=O)Oc2ccccc2Cl)CC1
→ 0, 2, 12, -3, 5, -10, 6, 1, 8
C=CCC[C@H](Cc1ccc(F)cc1)C(=O)OC[C@H](C)NC(=O)[C@@H](CC=C)CC(=O)N[C@H](CO)Cc1ccccc1
→ -1, 15, 7, -5, 4, 5, 5, 1, 0
Cc1sc2c(c1C)c(=O)n(-c1ccccc1)c(=O)n2CC(=O)NCC1CCCO1 (stereo unspecified)
→ -1, -1, 27*, 6, 0, 11, 0, 1, -1
CCCn1nnc(NC(=O)c2cccc(OCC)c2)n1
→ -6, 7, 3, 2, 0, -3, -3, 0, 9
Cc1cc(C(=O)NNC(=O)Nc2ccc(Cl)cc2)no1
→ -2, 16, 8, 5, -2, 0, -5, 1, 4
CC(NC(=O)c1cccc(N2CCCC2=O)c1)c1ccc2c(c1)OCCO2 (stereo unspecified)
→ -5, 0, -18, -5, 0, -3, 4, -2, 7
O=c1c2ccccc2nnn1-c1ccccc1[N+](=O)[O-]
→ -3, -1, -10, -4, 0, 3, 2, 2, -1
CCN1CCN(C(=S)NC(=O)c2cccc(Br)c2)CC1
→ -5, 8, -1, 4, -2, -11, 0, 1, 8
Clc1ccc(-c2nc(Cc3ccccc3Cl)no2)cc1
→ -3, 16, 3, -9, -4, -34, 2, -1, 5
O=C1CCC(c2ccccc2)N1C(=O)c1cccnc1 (stereo unspecified)
→ -2, 4, 12, 0, -3, -2, -2, 0, 0
CC(=O)N(c1ccc(N(C(C)=O)S(=O)(=O)c2cccs2)cc1)S(=O)(=O)c1cccs1
→ -3, 10, -3, -12, 0, 2, 4, -1, 5

Compound activity (PubChem BioAssay)

Only part of the results is shown (hit frequency here may not be typical).
